SIRT5 inh = inhibitors of human sirtuin-5 desuccinylase | Purified SirT5, succinyl-peptide AMC, trypsin-coupled fluorescence | inhibition, % at 15 µM | 1.1% of 330,000 active; in the data active means inhibition above about 15%
Statin myotox sup = suppression of simvastatin myotoxicity. C2C12 myotubes + simvastatin, ATP luminescence, 48 h; scaled: DMSO 0, geranylgeraniol control 100. rescue of ATP level, % at 7.49 µM. 0.78% of 330,000 active. AID 602340;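 active means mean ATP rescue above about 67%, or every replicate alone reaching that limit, limit read from the data, passing the limit was not always enough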;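 further: myotubes were challenged with 10 µM simvastatin during compound exposure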
LGR2 inh = Drosophila LGR2 receptor signaling inhibition; 0.35% of 380,000 active; inhibition, % at 9.99 µM; HEK293 LGR2, CRE-luciferase, bursicon-stimulated, 4 h; AID 720647;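 active means drop in luminescence signal, shown as inhibition above about 50% in the replicate tests, limit read from the data, passing the limit was not always enough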;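 further: agonist challenge used bursicon conditioned medium at about half maximal strength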
Casp6 inh = blocks human caspase-6 cleavage activity. AID 686996. inhibition, % at 12.5 µM. purified caspase-6, Z-VEID-R110 cleavage fluorescence. P55212. 0.53% of 350,000 active;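 active means mean inhibition across replicates at least about 35%, with every replicate also reaching that limit, limit read from the data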;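 further: 0% = median of neutral control wells and 100% = no fluorescence left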
FN deposit inh = fibronectin deposition inhibition | AH1F fibroblasts, Alexa488-fibronectin deposition fluorescence, overnight | inhibition, % at 12.6 µM | 0.086% of 350,000 active | AID 743247;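 active means mean inhibition across replicates of 30% or more, regardless of how many single replicates reach that level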;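 further: positive control wells lacked labelled fibronectin entirely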
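Assay system: AH1F fibroblast monolayer, labelled fibronectin deposition. Amount: 10000 cells per well. Also added: labelled fibronectin 24 nM. Compound: single-point pinned compound. Incubation: cell attachment 1 h, compound and FN exposure overnight. Detection: fluorescence after three HBSS washes, excitation 485 nm, emission 525 nm. Read-out: inhibition of fibronectin deposition signal.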
S100A4 MyoIIA = blocks human S100A4 binding to myosin IIA peptide; P26447; S100A4/TAMRA-MyoIIA peptide fluorescence polarization; inhibition, % at 10.7 µM; 0.14% of 360,000 active; AID 652163;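 active means mean inhibition of at least 70% across replicates, with every replicate also reaching that level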
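assay system = human S100A4 monomer with TAMRA-labelled myosin IIA peptide | also added = labelled myosin peptide probe, 5 nM | incubation = 5 min between mix addition and reading | control set = DMSO and TFP controls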
esBAF inh = blocks esBAF chromatin remodeling in mouse ES cells; 2% of 350,000 active; reporter increase, % at 12.5 µM; Bmi1-luciferase knock-in reporter, 24 h; 100% = twice the neutral-well signal; AID 602393; in the data active means activation above about 40%;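 further: 0% = median of the plate's neutral control wells and 100% = double that signal; a rise in the Bmi1 reporter signal indicates esBAF inhibition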
An asterisk follows results filed as active. Some of the compounds tested; rates above refer to the full screens.

SMILES	SIRT5 inh	Statin myotox sup	LGR2 inh	Casp6 inh	FN deposit inh	S100A4 MyoIIA	esBAF inh
CC[C@@H]1C(=O)OC[C@@H]1Cc1cncn1C	-1.2	-0.3	5.1	2.7	4.8	-1.5	0.8

Screens (PubChem BioAssay)
